HDAC3 inh: inhibitors of human histone deacetylase 3. actives 0.15% (n = 320,000). recombinant HDAC3, fluorogenic peptide/trypsin coupled, fluorescence. O15379. inhibition, % at 8.3 µM. AID 2718; in the data active = inhibition above about 26%, passing the limit was not always enough; inconclusive = no clear call, values can overlap the other calls
Target sequence (O15379 whole entry, looked up): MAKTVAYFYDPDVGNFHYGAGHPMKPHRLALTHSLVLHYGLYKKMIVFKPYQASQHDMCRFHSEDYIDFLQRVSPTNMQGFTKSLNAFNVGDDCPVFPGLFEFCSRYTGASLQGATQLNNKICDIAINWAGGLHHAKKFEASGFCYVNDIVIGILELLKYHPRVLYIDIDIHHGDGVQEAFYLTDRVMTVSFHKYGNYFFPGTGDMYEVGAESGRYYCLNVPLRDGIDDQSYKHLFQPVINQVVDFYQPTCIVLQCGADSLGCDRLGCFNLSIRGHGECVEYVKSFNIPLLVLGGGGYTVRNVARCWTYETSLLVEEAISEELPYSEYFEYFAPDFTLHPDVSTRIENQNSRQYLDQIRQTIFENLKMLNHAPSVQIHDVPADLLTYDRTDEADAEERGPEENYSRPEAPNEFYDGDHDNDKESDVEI
KCNK3 block: human KCNK3 channel inhibition, primary screen; O14649; CHO-KCNK3 thallium flux, FluxOR fluorescence; hits give low values; B-score at 10 µM; actives 0.84% (n = 340,000);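 active = B-score under library mean minus 4 SD, starting fluorescence ratio at most library mean plus 5 SD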;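 also: more negative B-score means stronger inhibition of thallium flux through KCNK3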
ANO1 block: inhibitors of mouse TMEM16A calcium-activated chloride channel. AID 588511. actives 1.2% (n = 310,000). normalized B-score (activity score, 25-100; higher = stronger inhibition) at 10 µM. Q8BHY3. HEK293 TMEM16A/YFP iodide influx fluorescence, ionomycin;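 active = ratio plate-corrected score three or more library SD toward inhibition, starting fluorescence score within five deviations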;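 also: score derived from kinetic fluorescence span divided by baseline fluorescence per well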
KCNK9 inh: human KCNK9 channel inhibition; actives 1.2% (n = 310,000); HEK293 KCNK9, FluxOR thallium flux fluorescence; hits give low values; Q9NPC2; AID 488922; B-score at 10 µM;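 active = ratio B-score over 3 SD below the library mean, with starting fluorescence within 5 SD of its mean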;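 also: negative B-score means less thallium flux so channel inhibition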
TRPC4 PAM: allosteric potentiators of mouse TRPC4 channel; actives 0.42% (n = 310,000); B-score at 10 µM; HEK293 TRPC4beta/mu-opioid, DAMGO EC20, Fluo-4 Ca2+ flux; hits give high values; Q9QUQ5;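 active = B-score of calcium response area above 5 SD of library B-scores, with initial fluorescence ratio within 5 SD of library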;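 also: B-score of integrated fluorescence ratio over time as area under calcium response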
hERG rescue: shields human hERG channel from block by proarrhythmic agents; activation (rescue from dofetilide block), less the hit threshold, % at 10 µM; actives 0.51% (n = 310,000); CHO-hERG, FluxOR thallium flux, dofetilide IC70 present; Q12809;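 active = activation above the mean of controls blocked by dofetilide plus 5 SD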;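 also: thallium influx through hERG after potassium depolarization seen as dye fluorescence rise; in these data hits start at about 4.7%; inactives centre near -7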
ANO1 activ: mouse TMEM16A channel activation, primary screen. HEK293 TMEM16A/YFP-H148Q/I152L, iodide quench fluorescence; hits give low values. B-score at 10 µM. actives 0.3% (n = 340,000). AID 623877;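 active = fluorescence-ratio B-score plate-corrected deviation score at least 3 library SD below zero, with starting fluorescence score within 5 deviations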;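 also: channel opened by trigger with iodide after compound preincubation; score built on the fluorescence ratio of max minus min over baseline; more negative score means more quench and so TMEM16A activation or potentiation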
KCNQ1 pot: potentiators or activators of human KCNQ1 potassium channel; CHO-K1 KCNQ1, thallium flux FluxOR fluorescence; hits give high values; P51787; AID 2648; actives 0.35% (n = 310,000); B-score at 10 µM;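 active = fluorescence ratio B-score, a plate-corrected score, at least three library SD, with initial intensity B-score within 5 SD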
Target sequence (P51787 whole entry, looked up): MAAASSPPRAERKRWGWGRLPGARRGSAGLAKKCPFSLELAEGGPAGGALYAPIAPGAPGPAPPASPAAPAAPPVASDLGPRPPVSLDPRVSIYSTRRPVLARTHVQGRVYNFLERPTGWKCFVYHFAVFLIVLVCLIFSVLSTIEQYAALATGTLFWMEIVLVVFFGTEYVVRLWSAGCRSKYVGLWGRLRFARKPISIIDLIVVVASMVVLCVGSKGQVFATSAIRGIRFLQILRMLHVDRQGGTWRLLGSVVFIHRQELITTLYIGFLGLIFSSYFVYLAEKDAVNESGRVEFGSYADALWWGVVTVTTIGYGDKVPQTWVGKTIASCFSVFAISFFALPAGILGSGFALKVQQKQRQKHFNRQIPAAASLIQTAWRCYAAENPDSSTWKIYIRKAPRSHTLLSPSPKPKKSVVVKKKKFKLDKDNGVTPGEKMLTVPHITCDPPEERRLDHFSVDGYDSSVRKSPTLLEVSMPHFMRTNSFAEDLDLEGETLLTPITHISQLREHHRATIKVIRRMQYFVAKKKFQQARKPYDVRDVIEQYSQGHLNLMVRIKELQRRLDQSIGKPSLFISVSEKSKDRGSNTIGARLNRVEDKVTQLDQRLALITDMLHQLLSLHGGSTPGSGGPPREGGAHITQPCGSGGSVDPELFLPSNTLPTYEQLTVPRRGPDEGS
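System: Stable KCNQ1 CHO-K1 line | Incubation: 90 min dye loading and 20 min compound exposure, both at room temperature | Measure: Ratio B score | Medium: Assay buffer for compound exposure, DMSO matched across wells | Compound dosing: Single-concentration screen | Probe or stimulus: K+/Tl+ depolarizing stimulus | Measured by: Kinetic FluxOR fluorescence, 10 s baseline plus 110 s post-stimulus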
DYRK1A inh: blocks rat Dyrk1A kinase activity | inhibition, % at 12.5 µM | actives 0.43% (n = 310,000) | ADP-Glo luminescence, NFATc1 peptide | Q63470; in the data active = inhibition above about 50%;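 also: plate controls were vehicle with enzyme for no effect and no enzyme for full effect; many of its hits are not listed in these tables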
KCNQ1 block: blocks the human KCNQ1 potassium channel. P51787. CHO-K1 KCNQ1, FluxOR thallium flux fluorescence; hits give high values. B-score at 10 µM. actives 1.3% (n = 310,000). AID 2642;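 active = compounds whose thallium flux B-score, printed positive for inhibition, exceeds three library SD while starting fluorescence stays within three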;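 also: channel opened by potassium depolarization with thallium stimulus after 20 min compound exposure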
TRPC4 agonist: TRPC4 (mouse) channel activation. AID 2237. HEK293 TRPC4beta/mu-opioid, Fluo4 calcium fluorescence; hits give high values. B-score at 10 µM. actives 0.49% (n = 310,000). Q9QUQ5;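 active = B-score above 5 SD of library B-scores, and initial fluorescence ratio not above library mean plus 5 SD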;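 also: positive B-score marks a calcium rise read as TRPC4 activation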
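system = HEK293 cells stably co-expressing mouse TRPC4beta and mu-opioid receptor | schedule = Fluo4 dye loading 45 min at room temperature, 110 s recording | measure = B-scored integrated calcium fluorescence ratio | signal = Fluo4 calcium-sensitive dye fluorescence, kinetic, 1 Hz baseline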
* hit, by the source's call; i = inactive; ? = inconclusive; nt = not tested or not shown.

Values run as follows: HDAC3 inh, KCNK3 block, ANO1 block, KCNK9 inh, TRPC4 PAM, hERG rescue, ANO1 activ, KCNQ1 pot, DYRK1A inh, KCNQ1 block, TRPC4 agonist
Cc1cccc(NC(=O)CSc2nc3[nH]ncc3c(=O)[nH]2)c1C
    -2, i, i, i, i, -13, i, i, 0, i, i
O=C(Nc1ccc(Cl)cc1)Nc1nnc(Cc2ccc([N+](=O)[O-])cc2)s1
    -3, i, i, i, i, 0, i, i, -3, i, i
COc1cccc(CC2CC(=O)N(c3ccc4c(C)cc(=O)oc4c3)C2=O)c1 (stereo not drawn)
    -6, i, i, i, i, -12, i, i, -2, i, i
CCOC(=O)N1CCC(N2Cc3cccc(C(=O)Nc4ccc(N(CC)CC)cc4C)c3C2=O)CC1
    12, i, i, i, i, -15, i, i, nt, i, i
CCCCC1=CC2=CC(=O)C(C)(OC(=O)CC)C(=O)C2=CN1CCc1c[nH]c2ccccc12 (stereo not drawn)
    -1, i, i, i, i, -9, i, i, 12, i, i
COc1ccc(S(=O)(=O)NC(CC(=O)NCc2ccccc2OC)c2ccco2)cc1 (stereo not drawn)
    3, i, i, i, i, -6, i, i, 5, i, i
Cc1oc(-c2cccs2)nc1CN1CCN(C2CCCC2)C(CCO)C1 (stereo not drawn)
    1, i, i, i, i, -11, i, i, nt, i, i
CCOC(=O)c1c(NC(=O)CN2C(=O)c3ccccc3C2=O)sc(Cc2ccc3c(c2)OCO3)c1C
    -1, i, i, i, i, -4, i, i, -2, i, i
COc1cccc(-c2ccc(C#N)c(OC(=O)c3ccc(Cl)cc3)n2)c1
    -7, i, i, i, i, -2, i, i, -2, i, i
O=C(COC(=O)CNC(=O)c1ccco1)Nc1ccc(F)cc1
    5, i, i, i, i, -6, i, i, -2, i, i
Cc1ccc(C(=O)Nc2cccc3cccnc23)cc1Br
    8, i, i, i, i, 0, i, i, nt, i, i
CC(C)CNC(=O)CN1C(=O)NC(Cc2c[nH]c3ccccc23)C1=O (stereo not drawn)
    3, i, i, i, i, -11, i, i, -3, i, i
Cc1noc(NC(=O)c2ccc(Cl)cc2)c1Cl
    2, i, i, i, i, -5, i, i, 3, i, i
C/C(N)=C(/C#N)C(=O)CSc1cc(C)c2cc(C)cc(C)c2n1
    3, i, i, i, i, -11, i, i, nt, i, i
O=C(O)C1CCC1C(=O)Nc1nc(-c2ccc(Cl)s2)cs1 (stereo not drawn)
    5, i, i, i, i, -9, i, i, nt, i, i
COCCSc1nnc(NC(=O)C2CCCO2)s1 (stereo not drawn)
    -7, i, i, i, i, -4, i, i, -3, i, i
Cc1c(C#N)c2ccccc2n1CC(=O)NCc1cccnc1
    -1, i, i, i, i, -4, i, i, 0, i, i
Nc1cc(S(=O)(=O)N2CCOCC2)ccc1Oc1ccc(F)cc1
    -4, i, i, i, i, -2, i, i, 2, i, i
C/C(=N\NC(=O)CSc1nc2ccccc2c(=O)n1-c1ccccc1C)c1cccs1
    -4, i, i, i, i, -12, i, i, -7, i, i
COc1ccc(S(=O)(=O)N(C)CC(=O)Nc2ccccc2OC)cc1
    1, i, i, i, i, 1, i, i, 4, i, i
Cn1cccc1/C=C1\SC(=O)N(CC(=O)Nc2ccc(F)cc2)C1=O
    0, i, i, i, i, -13, i, i, 3, i, i
O=C1C=C(NCc2ccc(Cl)cc2)CC(c2ccco2)C1 (stereo not drawn)
    -9, i, i, i, i, -21, i, i, 2, i, i
CC(=O)/C=C(\C)Nc1c(C)n(C)n(-c2ccccc2)c1=O
    nt, i, i, i, i, -2, i, i, 5, i, i
COCc1nnc(NC(=O)CCC2CCCCC2)s1
    1, i, i, i, i, -11, i, i, -2, i, i
CC1(C(=O)NC2CCCCC2)CCC(=O)N1Cc1cccnc1 (stereo not drawn)
    -9, i, i, nt, nt, nt, i, nt, 6, nt, nt
COc1ccccc1OCCCC(=O)Nc1ccc2c(c1)OCCO2
    -5, i, i, i, i, -9, i, i, -4, i, i
O=C(Oc1nsnc1N1CCOCC1)N1CCCCC1
    -3, i, i, i, i, -2, i, i, 19, i, i
Cc1ccc(S(=O)(=O)NCCc2ccncc2)cc1
    8, i, i, i, i, -15, i, i, -2, i, i
CCOC(=O)N1CCN(c2nc3ccc(C(=O)c4ccccc4)cc3n3cnnc23)CC1
    -3, -11*, i, i, i, -10, i, i, 3, i, i
Cc1ccc(C)c(-c2nnc(NC(=O)COc3ccccc3)o2)c1
    -3, i, i, i, i, -14, i, i, 1, i, i
Cc1ccc(C)c(-n2c(-c3csc(C)c3C)n[nH]c2=S)c1
    2, i, i, i, i, -2, i, i, 0, i, i
CCN(CC(=O)N1CCCCC1)S(=O)(=O)c1ccccc1
    0, i, i, i, i, -9, i, i, nt, i, i
Cc1ccc(S(=O)(=O)N2CCCCC2CCNC(=O)C(=O)NCCc2ccco2)cc1 (stereo not drawn)
    15, i, i, i, i, -15, i, i, 9, i, i
Cc1cc(OCc2cccc(Cl)c2)c(C)cc1CN1CCOCC1
    4, i, i, -14*, i, -18, i, i, 1, i, i
COc1ccc(C(C(=O)NC2CCCCC2)N(CC2CCCO2)C(=O)CNC(=O)c2ccco2)cc1 (stereo not drawn)
    5, i, i, i, i, -5, i, i, 1, i, i
CC1Cc2ccccc2N1C(=O)CSc1nnc2sc3ccccc3n12 (stereo not drawn)
    1, i, i, i, i, -28, i, i, 2, i, i
CC1=CC(c2ccccc2)NC(=S)N1 (stereo not drawn)
    -2, i, i, i, i, -9, i, i, -2, i, i
COCCNC(=O)c1ccc(NC(=O)C2(c3ccccc3)CCCC2)cc1
    1, i, i, i, i, 7.5*, i, i, nt, i, i
COc1ccc(-c2[nH]ncc2CN(C)Cc2c(C)n[nH]c2C)c(OC)c1
    -2, i, i, i, i, -11, i, i, nt, i, i
CC1=Nn2c(nnc2-c2cccs2)SC1
    -1, i, i, i, i, -8, i, i, 27, i, i
COc1ccc(-c2cn(-c3ccc(C)cc3)c(=O)n2CC(=O)Nc2ccc(OC)cc2OC)cc1
    3, i, i, i, i, -13, i, i, -4, i, i
CCc1ccc(OCC(O)CN2CCCC2)cc1 (stereo not drawn)
    -2, i, i, i, i, -2, i, i, -4, i, i
CC1CCC/C(=N\NC(=O)Nc2ccccc2)C1 (stereo not drawn)
    2, i, i, i, i, -11, i, i, 1, i, i
CCOc1ccc(Oc2ccc(C(F)(F)F)cc2N)cc1
    5, i, i, i, i, -11, i, i, -1, i, i
O=C(COC(=O)c1ccc(S(=O)(=O)N2CCCC2)cc1)Nc1cccnc1Cl
    14, i, i, i, i, -5, i, i, -3, i, i
COc1cc2[nH]c(=S)nc(NCc3cccs3)c2cc1OC
    8, i, i, i, i, -6, i, i, 0, i, i
CC(=O)Nc1ccc(OC(=O)c2cc3cc(Br)ccc3oc2=O)cc1
    6, i, i, i, i, -1, i, i, 1, i, i
COc1ccc(C)cc1S(=O)(=O)Nc1cccc(-c2ccc(N3CCCCCC3)nn2)c1
    0, i, i, i, i, -7, i, i, 3, i, i
COc1ccc(NC(=O)C(NC(=O)Cc2cccs2)c2ccccc2)cc1 (stereo not drawn)
    6, i, i, i, i, -6, i, i, -5, i, i
CC(C)N1CC(O)=C(c2nc3ccccc3c(=O)[nH]2)C1=N
    0, i, i, i, i, -12, i, i, 8, i, i
CC(C)[C@@H]1N[C@]2(C(=O)Nc3ccccc32)[C@@H]2C(=O)N(c3cccc(C(F)(F)F)c3)C(=O)[C@@H]21
    ?, i, i, i, i, -18, i, i, -5, i, i
CCOc1cc(Cl)c(NC(=O)CC)cc1OCC
    -1, i, i, i, i, -1, i, i, -8, i, i
COc1ccc(OC)c(NC(=O)CSc2ccccc2)c1
    -1, i, i, i, i, -2, i, i, 3, i, i
Cc1nc2ccccn2c1C(=O)/C=C/c1ccc(F)cc1
    -11, i, i, i, i, -1, i, i, 8, i, i
COc1ccccc1OCCCOc1ccc(C)cc1Br
    -3, i, i, i, i, -5, i, i, -2, i, i
Cn1c(CC(=O)Nc2ccc(F)cc2)c(Sc2ccccc2)c2ccccc21
    4, i, i, i, i, -8, i, i, 2, i, i
COc1ccc(C2C(C(N)=O)=C(C)Nc3nc(-c4ccccc4OC)nn32)cc1OC (stereo not drawn)
    4, i, i, i, i, -12, i, i, -4, i, i
COCC1CCCN(Cc2nc(-c3ccc4c(c3)OCO4)no2)C1 (stereo not drawn)
    4, i, i, i, i, 0, i, i, -4, i, i
OC1(c2ccc3c(c2)OCO3)CCN(Cc2ccc(F)cc2)CC1
    6, i, i, i, i, -6, i, i, -2, i, i
COC(=O)c1ccc([N+](=O)[O-])c(CS(=O)(=O)c2ccc(Cl)cc2)c1
    -3, i, i, i, i, -4, i, i, -2, i, i

Reprinted at random: two entries already listed, in no set order.
Values run as follows: HDAC3 inh, KCNK3 block, ANO1 block, KCNK9 inh, TRPC4 PAM, hERG rescue, ANO1 activ, KCNQ1 pot, DYRK1A inh, KCNQ1 block, TRPC4 agonist
COc1ccc(C(C(=O)NC2CCCCC2)N(CC2CCCO2)C(=O)CNC(=O)c2ccco2)cc1 (stereo not drawn)
    5, i, i, i, i, -5, i, i, 1, i, i
CC1Cc2ccccc2N1C(=O)CSc1nnc2sc3ccccc3n12 (stereo not drawn)
    1, i, i, i, i, -28, i, i, 2, i, i

Next section:
Values run as follows: HDAC3 inh, KCNK3 block, ANO1 block, KCNK9 inh, TRPC4 PAM, hERG rescue, ANO1 activ, KCNQ1 pot, DYRK1A inh, KCNQ1 block, TRPC4 agonist
CCn1c2ccccc2c2cc(NC(=O)CN3CCCC3)ccc21
    7, i, i, i, 28*, -5, i, i, -1, i, i
CCC1CCCCN1C(=S)Nc1ccc(SC(F)F)cc1 (stereo not drawn)
    -3, i, i, i, i, 1, i, i, -1, i, i
Cc1ccc(Nc2nc(-c3c(C)nc4ncccn34)cs2)cc1
    1, i, i, i, i, -9, i, i, 27, i, i
Cc1cccc2c(=O)c(C(=O)NCCCN3CCOCC3)c[nH]c12
    3, i, i, i, i, -11, i, i, 4, i, i
Cc1c(CCC(=O)NCCCN2CCCC2=O)c(=O)oc2cc(O)ccc12
    -320, i, i, i, i, -6, i, i, 3, i, i
CC(C)=N/N=C1/NC(=O)C(CC(=O)Nc2cc(Cl)ccc2C)S1 (stereo not drawn)
    10, i, i, i, i, -8, i, i, nt, i, i
COc1ccc(OC)c(/C=C/C(=O)OCC(=O)Nc2cccc(Oc3ccccc3)c2)c1
    -7, i, i, i, i, -9, i, i, -7, i, i

Only part of the results is shown. The share of hits here may be higher or lower than overall.
